KCNH2 3.1 block: qHTS for Inhibitors of KCHN2 3.1: Mutant qHTS; activity change, % (tested at about 1.8 µM); AID 720553, 2013; actives 0.95% (n = 340,000); U2OS KCNH2 3.1, thallium flux FluxOr; stronger effect = lower value;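 active means maximum activity change below -70%; inconclusive means maximum activity change from -70% to -50%; inactive means maximum activity change above -50%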;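 further: thallium influx rate constant from kinetic fluorescence after stimulation buffer; on the % scale 0 is the no-effect control and ±100 the full control effect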
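Thallium flux read-out: FluxOr dye with Red40 quencher in HBSS/HEPES, 45 min at RT. Rate constants from kinetic reads were normalized to positive and negative DMSO controls. Cells: U2OS virally expressing the 3.1 isoform.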
ELG1 genotox: qHTS screen for small molecules that induce genotoxicity in human embryonic kidney (HEK293T) cells expressing luciferase-tagged ELG1; HEK293T ELG1-luciferase reporter, luminescence, 16 h; Potency, µM (series often up to 46 µM), for inactives: at the top dose activity change, positive = activation, most hits filed as activators; actives 1.3% (n = 330,000); AID 504466, 2011; further: potency means the concentration at half of the fitted maximal effect; % of control where 0% means no effect; nearly all actives have a fitted effect of over 60% in size
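HEK293T cells expressing luciferase-tagged ELG1 were treated with compound or DMSO for 16 hr at 37°C. Luciferase activity was then read after 30 min with ONE-Glo at room temperature; rising signal flags genetic stress.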
Coupling enz: qHTS Assay for Inhibitors of Fructose-1,6-bisphosphate Aldolase from Giardia Lamblia: Coupling assay counterscreen; actives 0.67% (n = 290,000); AID 2472, 2010; activity change, negative = inhibition, % at 58.2 µM, hits read low; coupling enzyme system counterscreen, AmpLite Red fluorescence; in the data active means activity change below about -30%; further: on the % scale 0 is the no-effect control and ±100 the full control effect
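Compounds tested against the coupling enzymes alone at 57.5 uM final; readout was AmpLite Red fluorescence (525/598 nm) after 20 min at RT.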
Rab9 promoter act: qHTS Assay for Rab9 Promoter Activators; Huh7 Rab9 promoter-luciferase reporter, luminescence, 24 h; Potency, µM (top dose mostly 9.22 µM), for the others: top-dose activation, negative = inhibition, most hits filed as activators; actives 2.8% (n = 320,000); AID 485297, 2010; further: potency means the concentration at half of the fitted maximal effect; % of control where 0% means no effect; nearly all actives have a fitted effect of over 60% in size
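Cells were plated at 1500 per well in reduced-serum medium with 10% FBS and left 2 h. Compound in DMSO was then added for 24 h at 37 °C. Reporter signal was read by luminescence after 10 min with luciferase detection reagent.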
Tb PFK inh: qHTS Assay to Find Inhibitors of T. brucei phosphofructokinase. T. brucei PFK, ADP-Glo luminescence. AID 485367, 2010. Potency, µM (series often up to 57.5 µM), inactives show top-dose activity, negative = inhibition, most hits filed as inhibitors. ATP-dependent 6-phosphofructokinase (Trypanosoma brucei brucei), O15648. actives 0.17% (n = 330,000);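 further: potency means the concentration at half of the fitted maximal effect; 0% = uninhibited 1x PFK enzyme wells and -100% = no-enzyme wells; nearly all actives have a fitted effect of over 60% in size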
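Activity is normalized to no-enzyme wells (full inhibition) and 1.25 nM enzyme wells (no inhibition). Reaction: 0.5 mM F6P, 0.1 mM ATP, 45 min RT, ADP-Glo luminescence; concentration-response curves fitted and classed by quality.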
NPC1 prom act: qHTS Assay for NPC1 Promoter Activators. actives 2.4% (n = 320,000). Potency, µM (highest dose often 9.22 µM), inactives show at the top dose activation, usual class: activators. Huh7 NPC1 promoter luciferase reporter, 24 h;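 further: potency means the concentration at half of the fitted maximal effect; % of control where 0% means no effect; nearly all actives have a fitted effect of over 60% in size; reporter is driven by a mutant NPC1 promoter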
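Huh7 reporter cells (NPC1 promoter driving luciferase) are dosed with compound for 24 h at 37 °C, 5% CO2; luciferase detection reagent is then added and luminescence measured after 10 min at ambient temperature.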
uPA generation: qHTS for Inhibitors of Cell Surface uPA Generation. actives 0.31% (n = 330,000). cell surface uPA generation assay, qHTS. Potency, µM (highest dose often 38.3 µM), for inactives: at the top dose activity change, negative = inhibition, most hits filed as inhibitors; active means well fitted inhibition curve with a large enough effect; inconclusive means small, poorly fitted or top-dose-only effect; inactive means no such curve, though single readings can be large or run the other way; tested in mouse RAW 264.7 cells; further: potency means the concentration at half of the fitted maximal effect; on the % scale 0 is the no-effect control and ±100 the full control effect; nearly all actives have a fitted effect of over 55% in size
Giardia killer: Small Molecules that selectively kill Giardia lamblia: qHTS; Giardia lamblia trophozoite viability; activity change, % at 7.66 µM, hits read low; actives 0.15% (n = 340,000); AID 540267, 2011; in the data active means activity change below about -80%; inconclusive means between about -30% and that limit;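 further: parasites exposed to compound for two days anaerobically before the ATP read; on the % scale 0 is the no-effect control and ±100 the full control effect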
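ATP-content bioluminescence gauges trophozoite survival. Cells (100/well) receive compound and incubate anaerobically for 48 hrs at 37 deg C; detection reagent follows for 15-30 min at room temperature.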
VP16 counter: VP16 counterscreen qHTS for inhibitors of ROR gamma transcriptional activity | Drosophila S2 Gal4-VP16 UAS-luciferase, luminescence, 20 h | Potency, µM (titrated, usually from 53.6 µM), without a hit: at the top dose activity, negative = inhibition, usual class: inhibitors | actives 3.5% (n = 310,000) | AID 2546, 2010;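 further: Gal4-VP16 expression switched on by copper sulfate through the metallothionein promoter; potency means the concentration at half of the fitted maximal effect; on the % scale 0 is the no-effect control and ±100 the full control effect; nearly all actives have a fitted effect of over 50% in size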
RORgamma inh: qHTS for inhibitors of ROR gamma transcriptional activity; Drosophila S2 Gal4-RORgamma UAS-luciferase reporter, 20 h; Potency, µM (highest dose often 53.6 µM), without a hit: top-dose activity change, negative = inhibition, hits mostly inhibitors; actives 5.4% (n = 310,000); further: potency means the concentration at half of the fitted maximal effect; on the % scale 0 is the no-effect control and ±100 the full control effect; nearly all actives have a fitted effect of over 60% in size
Target sequence (P51450 whole entry, looked up, the tested form may be a part): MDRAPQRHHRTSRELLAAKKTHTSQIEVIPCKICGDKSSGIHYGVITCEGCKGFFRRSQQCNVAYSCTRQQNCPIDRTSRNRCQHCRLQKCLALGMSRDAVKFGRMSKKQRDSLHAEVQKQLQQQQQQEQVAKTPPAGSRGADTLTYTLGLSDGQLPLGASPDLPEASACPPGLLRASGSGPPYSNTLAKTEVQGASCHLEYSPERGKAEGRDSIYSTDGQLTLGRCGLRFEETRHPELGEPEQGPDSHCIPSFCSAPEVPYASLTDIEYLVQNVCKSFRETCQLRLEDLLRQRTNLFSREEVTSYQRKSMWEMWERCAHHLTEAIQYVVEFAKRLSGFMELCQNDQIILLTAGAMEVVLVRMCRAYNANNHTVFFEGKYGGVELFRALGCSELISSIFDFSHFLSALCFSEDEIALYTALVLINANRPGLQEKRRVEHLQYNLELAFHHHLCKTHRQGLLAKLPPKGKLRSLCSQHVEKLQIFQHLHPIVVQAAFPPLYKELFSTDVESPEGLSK
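Schneider cells (Drosophila), stable Gal4 DBD–ROR gamma + UAS-luc; 1 hr cmpd preincubation; Cu2+ induction 700 uM final; 20 hr ambient; luminescence.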
FLuc counter: qHTS profiling assay for firefly luciferase inhibitor/activator using purifed enzyme and Km concentrations of substrates (counterscreen for miR-21 project). actives 6.9% (n = 360,000). Potency, µM (highest dose often 57.5 µM), for the others: at the highest dose activity change, negative = inhibition, most hits filed as inhibitors. purified FLuc, Km substrates, luminescence inhibition. Luciferin 4-monooxygenase (Photinus pyralis), P08659;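 further: potency means the concentration at half of the fitted maximal effect; plate controls were vehicle for no effect and reference inhibitor for full effect; nearly all actives have a fitted effect of over 55% in size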
Target sequence (P08659 whole entry, looked up): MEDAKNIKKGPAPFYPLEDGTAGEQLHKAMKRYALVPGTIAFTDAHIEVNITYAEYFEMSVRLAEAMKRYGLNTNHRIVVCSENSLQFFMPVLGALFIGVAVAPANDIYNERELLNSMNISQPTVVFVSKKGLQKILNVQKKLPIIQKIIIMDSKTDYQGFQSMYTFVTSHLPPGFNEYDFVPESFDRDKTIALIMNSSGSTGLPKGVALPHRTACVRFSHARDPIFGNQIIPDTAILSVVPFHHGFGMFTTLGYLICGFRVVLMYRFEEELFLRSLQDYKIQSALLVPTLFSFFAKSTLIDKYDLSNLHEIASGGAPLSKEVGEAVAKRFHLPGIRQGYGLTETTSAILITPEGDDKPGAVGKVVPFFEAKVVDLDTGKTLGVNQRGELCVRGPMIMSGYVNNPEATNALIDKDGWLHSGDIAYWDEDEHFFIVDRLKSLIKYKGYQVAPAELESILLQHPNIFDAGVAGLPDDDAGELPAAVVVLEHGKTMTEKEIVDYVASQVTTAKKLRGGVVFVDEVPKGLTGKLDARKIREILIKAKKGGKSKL
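Biochemical qHTS of compounds, final roughly 60 µM downward over six points, against 10 nM purified firefly luciferase using Km concentrations of substrates (10 uM D-luciferin, 10 uM ATP) in Tris acetate pH 7.5 buffer; luminescence output.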
* marks the source's active call; other numbers are inactive results; ? = inconclusive; / = not tested or not shown; & = joins results of further samples; [ ] = another dose, or the depositor's remark. Unless noted, the call rests on the fitted dose curve; in most records, active means well fitted curve in the direction sought with a large enough effect; inconclusive means small, poorly fitted or top-dose-only effect, or another doubt; inactive means no such curve, though single readings can be large; an effect the other way counts as inactive or inconclusive.

SMILES	FLuc counter	RORgamma inh	Giardia killer	uPA generation	Tb PFK inh	NPC1 prom act	KCNH2 3.1 block	Rab9 promoter act	VP16 counter	ELG1 genotox	Coupling enz
C=CCOc1ccc(/C=C/C(=O)OCC(=O)NC2CCCCCCC2)cc1	-1%	-5%	0	0%	1%	-2%	15	1%	-8%	11%	/
Cc1ccccc1N(CC(=O)NCc1ccco1)C(=O)CNS(=O)(=O)c1ccc(F)cc1	-4%	41%	18	-1%	-17%	6%	12	-2%	6%	-5%	1
Cc1ccc([N+](=O)[O-])cc1Nc1nc(N2CCOCC2)nc(N2CCOCC2)n1	-6%	-3%	17	1%	-3%	-4%	4	-4%	-23%	-10%	0
Cc1ccc2nc(-c3ccc(O)cc3)c(Nc3ccc4c(c3)OCCO4)n2c1	-11%&0%	-38%	12	-1%	1%	1%	-26	23%	6%	3%	0
O=C(Nc1cccc(O)c1)c1ccc([N+](=O)[O-])cc1Cl	?	18%	-1	-16%	-5%	26%	-10	?	6%	-6%	-1
COc1cccc(C(=O)N/N=C(\CC(C)C)c2ccccc2)c1	?	-37%	30[activator]	7%	-4%	1%	3	0%	-4%	-1%	1
O=C(Nc1nncs1)c1ccc(N2C(=O)C3C4C=CC(C4)C3C2=O)cc1 (stereo not given)	-19%	42%	-14	-2%	0%	-2%	3	3%	4%	7%	0
CCCCn1c(N)c(N(CC)C(=O)c2cc(S(=O)(=O)N3CCN(CC)CC3)ccc2Cl)c(=O)[nH]c1=O	2%	-22%	-10	1%	-5%	-7%	11	14%	-2%	-1%	/
CC1CN(C(=O)CSc2nnc(-c3ccc(Cl)cc3)n2C)CC(C)O1 (stereo not given)	-18%	?	-1	6%	4%	-2%	9	0%	8%	10%	2
COC(=O)CNC(=O)CN1C(=O)N(c2ccc(Cl)cc2)C(N(O)C(=O)Nc2ccc(Cl)cc2)C1(C)C (stereo not given)	5%	?	9	-4%	-5%	0%	-1	11%	-10%	1%	/
CCc1ccccc1NC(=O)N[C@H](C(=O)O)C(C)C	2%	-9%	1	1%	-1%	-2%	-6	2%	24%	1%	5
O=C(CSc1ncn[nH]1)c1ccc(OC(F)F)cc1	-10%	2%	-4	8%	0%	-3%	18	-3%	11%	-1%	3
CCCC[n+]1ccn(C2=C([O-])c3ccccc3C(=O)/C2=N\S(=O)(=O)c2ccc(Cl)cc2)c1	4%	1.6µM*	-2	?	2%	-1%	1	-6%	?	-9%	-45*
CC1CCN(Cc2nc(-c3ccccc3)no2)CC1	12µM*	35%	9	7%	-3%	2.8µM*	-18	2.8µM*	12%	5.2µM*	0
CCOC(=O)C1C2C=CC3(CN(CCc4ccccc4)C(=O)C13)O2 (stereo not given)	-1%	-8%	-18	2%	2%	2%	-31	-1%	-3%	2%	-2
Cc1cc(Br)c2[nH]c3c(c2c1)CCCC3=O	-16%	19%	-7	-1%	-3%	-4%	-9	-4%	-1%	10%	-1
O=C1CSC(c2ccc([N+](=O)[O-])cc2)N1CCN1CCCCC1 (stereo not given)	0%	-1%	-14	-2%	0%	-4%	6	-6%	0%	-9%	0
Cc1cccc(OCc2nnc(SCC(=O)N3c4ccccc4CC3C)n2C)c1C (stereo not given)	-1%	?	-18	-1%	-1%	0%	-1	1%	14µM*	-15%	-3
Cc1cc(C)c(S(=O)(=O)N2CCOCC2)cc1NS(=O)(=O)c1cc(OCC(N)=O)c(C)cc1Cl	-3%	19%	-2	-5%	-5%	1%	3	3%	1%	5%	18
Cc1cc(C(=O)CN2C(=O)CN(C)C2=O)c(C)n1-c1cccc(S(=O)(=O)N2CCOCC2)c1	-2%	1%	-13	-10%	-1%	-5%	-15	-5%	-8%	-5%	-5
CCOc1ccc(Nc2cc(C)nc3c(C)cccc23)cc1	0%	/	3	-5%	1%	2%	-2	7%	/	-3%	-1
COc1ccc2[nH]c3c(c2c1)CCN1C(=O)C(CC(=O)NCc2ccc(OC)c(OC)c2)C[C@H](C(=O)N(C(C)C)C(C)C)[C@@]31C (stereo not given in full)	/	/	31[activator]	-29%	12%	/	1	/	/	-1%	/
C=C(C)CN1CCN(c2c(CCC#N)c(C)c(C#N)c3nc4ccccc4n23)CC1	-1%	-12%	12	10%	5%	-2%	/	-4%	-3%	0%	1
CC(=O)Nc1ccc(NC(=O)CSc2nnc(-c3ccc4c(c3)OCO4)o2)cc1	/	/	-11	8%	-2%	/	9	/	/	8%	/
NC(=O)c1ccc(NC(=O)COC(=O)c2c3c(nc4ccccc24)/C(=C\c2ccc4c(c2)OCO4)CCC3)cc1	?	?	31[activator]	-13%	4%	-1%	3	-2%	-16%	-9%	2
COC(=O)CC1C(=O)NCCN1C(=O)c1ccc([N+](=O)[O-])cc1 (stereo not given)	0%	-2%	15	-1%	2%	0%	-8	9%	1%	0%	-1
O=C(Cn1cc2c(n1)CCCC2)NCCCN1CCN(C2CCCCC2)CC1	-10%	?	2	-4%	1%	-1%	12	-2%	-3%	4%	4
Cc1cc(C(=O)NCCCN2CCCC2=O)cs1	1%	-8%	5	8%	4%	-2%	4	1%	24%[0.365 µM]	1%	3
Cn1c(COc2ccccc2)nc2ccccc21	15µM*	?	3	0%	-1%	4µM*	8	?	?	?	-1
COCCCN1C(=O)c2ccc(C(=O)OCC(=O)N(C)c3ccccc3)cc2C1=O	3%	-1%	31[activator]	-3%	-1%	-3%	22	-1%	-21%	1%	-1
Cc1cc(NC(=O)c2ccc(NC(=O)C(C)Oc3ccccc3)cc2)no1 (stereo not given)	0%	?	-6	1%	2%	1%	-11	2%	?	-3%	3
CC1C2=C(CC(C)(C)CC2=O)NC2=C1C(=O)CC(C)(C)C2	-4%	-18%	-17	31%[activator]	1%	-1%	3	-8%	5%	2%	1
O=C(Nc1c[nH]c(=O)[nH]c1=O)c1cccc([N+](=O)[O-])c1	-1%	1%	-2	-17%	1%	0%	24	9%	-1%	-1%	0
CC(C)CN(C(=O)COC(=O)c1c(Cl)ccc(Cl)c1Cl)C1CCS(=O)(=O)C1 (stereo not given)	-4%	12%	3	7%	8%	-2%	14	0%	-5%	-4%	-1
Cc1ccccc1Nc1ncccc1C(=O)N1CCOCC1	1%	-9%	11	1%	-5%	-3%	6	-3%	2%	2%	0
Nc1nc(SCCN2C(=O)c3ccccc3C2=O)n[nH]1	-1%	-5%	2	-3%	2%	0%	38	-8%	10%	0%	-1
Cc1ccnc(NS(=O)(=O)c2cnc(Cl)c(Br)c2)c1	2%	2%	-15	3%	0%	3%	8	-2%	-7%	0%	-3
CCOC(=O)C1CCN(C(=O)c2cc3c(ccc4ccccc43)o2)CC1	12µM*	-39%	12	-1%	-1%	2.5µM*	-19	0.45µM*	-3%	9.2µM*	/
O=C(NCC(=O)N(Cc1cccs1)C(C(=O)NC1CCCCC1)c1ccco1)c1ccco1 (stereo not given)	-3%	-25%	-8	-3%	-1%	-4%	-6	-4%	0%	-2%	2
CCc1ccc(CNCCNCC(C)O)cc1 (stereo not given)	-2%	-21%	-8	1%	8%	-3%	-9	-1%	2%	0%	1
CCOn1c(=O)c(-c2ccc(OC)cc2)[n+]([O-])c2ccccc21	-17%	-20%	-9	-3%	3%	-2%	-5	-1%	20%	2%	1
Cc1cc2c(Nc3ccc(O)cc3)ncnc2s1	-19%	-10%	8	-11%	5%	11%	5	7%	?	?	-1
Cc1ccc(-c2nnc(SCC(=O)CC(=O)Nc3ccccc3)n2-c2ccccc2)cc1	-2%	3.5µM*	-6	3%	-2%	1%	15	-5%	?	-8%	9
N=c1c(C(=O)NCCN2CCOCC2)cc2c(=O)n3ccccc3nc2n1CCc1ccccc1	0%	-4%	-1	-3%	-7%	12%	-4	-1%	2%	-2%	/
COc1ccc(NC(=O)CSc2nnnn2C)cc1	1%	7%	-2	3%	-3%	-1%	-6	-4%	-5%	0%	0
COc1ccc(NC(=O)CNC(=O)c2c(C)nn(C)c2Cl)cc1	3%	4%	32[activator]	-1%	-2%	-1%	-5	-7%	2%	0%	2
CC(C)(C)C(=O)/C=C(\N)c1ccccn1	-8%	10%	7	-6%	6%	0%	-7	0%	28%	5%	0

Screening data as filed in PubChem.
